FEN1 inhibitor – blocks human flap endonuclease 1; P39748; Recombinant FEN1 flap cleavage, fluorescence, 15 min; Potency, µM (highest dose often 114 µM), for the others: at the highest dose activity change, negative = inhibition, actives largely listed as inhibitors; 390,000 tested, 0.35% active; note: nearly all actives have a fitted effect of over 65% in size
Target sequence (P39748 whole entry, looked up): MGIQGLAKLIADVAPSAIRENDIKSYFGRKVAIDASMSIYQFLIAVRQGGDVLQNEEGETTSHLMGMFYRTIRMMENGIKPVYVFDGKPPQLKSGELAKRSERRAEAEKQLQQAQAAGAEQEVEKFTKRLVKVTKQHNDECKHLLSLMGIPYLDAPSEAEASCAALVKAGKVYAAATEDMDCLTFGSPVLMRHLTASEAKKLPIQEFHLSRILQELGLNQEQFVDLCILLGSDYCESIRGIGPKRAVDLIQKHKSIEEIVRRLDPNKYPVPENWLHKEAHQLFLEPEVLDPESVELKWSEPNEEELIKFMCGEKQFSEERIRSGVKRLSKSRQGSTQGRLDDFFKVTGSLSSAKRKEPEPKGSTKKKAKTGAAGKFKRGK
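With each library titrated from low to high concentration, compounds met 10 nM FEN1 for 15 min at room temperature before 50 nM substrate was added; readings at 0 and 15 min fed four-parameter Hill curve fits.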
N370S GC mod – N370S glucocerebrosidase modulation, Gaucher chaperone candidate; P04062; N370S GC spleen homogenate, 4MU-glucoside fluorescence; Potency, µM (series often up to 59.4 µM), for inactives: top-dose activity change, negative = inhibition, hits mostly inhibitors; 330,000 tested, 0.092% active;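 note: 0% = full enzyme activity and -100% = no enzyme basal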
TDP1 cell CPT – DT40-hTDP1 cell growth loss with CPT. chicken DT40 Tdp1-/-;hTDP1 cells + 20 nM CPT, ATP luminescence, 48 h. Potency, µM (top dose mostly 46.2 µM), for inactives: at the highest dose activity change, negative = growth inhibition, hits mostly inhibitors. 420,000 tested, 12% active; note: nearly all actives have a fitted effect of over 55% in size
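Chicken DT40 Tdp1-/- cells stably complemented with human TDP1 were seeded at 400 cells/well in medium containing 20 nM camptothecin, exposed to pin-transferred compounds, and grown at 37 °C for at least 48 hr. Viability was read as ATP luminescence.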
Active calls of the source: *; [ ] = remark or other dose. Calls come from the whole dose curve; as a rule, active = well fitted curve in the direction sought with a large enough effect; inconclusive = small, poorly fitted or top-dose-only effect, or another doubt; inactive = no such curve, though single readings can be large; an effect the other way counts as inactive or inconclusive. Unless noted, % is set by controls: 0 for no effect and ±100 for the full control effect; potency is the fitted concentration of half-maximal effect. A portion of the library, so the mix of outcomes need not match the whole.

Screening CC(C)CN(C(=O)Cn1c(Cl)nc2c1c(=O)n(C)c(=O)n2C)C1CCS(=O)(=O)C1 (stereo unspecified) returned FEN1 inhibitor 10.1%, N370S GC mod 2.4% and TDP1 cell CPT 1.0%.
Screening Clc1cccc(CSc2nnc(-c3ccccn3)n2Cc2ccco2)c1 returned FEN1 inhibitor -24.8%, N370S GC mod -10.3% and TDP1 cell CPT 16.4µM*.
`Cc1cccc(NC(=O)Cn2nnc(-c3nc(-c4ccncc4)no3)c2N)c1` gave FEN1 inhibitor -3.3% and TDP1 cell CPT -22.3%.
Screening CCCN(C(=O)c1cn(-c2ccccc2)nc1-c1ccc(OC)cc1)C1CCS(=O)(=O)C1 (stereo unspecified) returned FEN1 inhibitor 0.7%, N370S GC mod -15.2% and TDP1 cell CPT -1.6%.
Cc1ccc(C)c(Nc2nc3ccccc3n3cnnc23)c1 was read as FEN1 inhibitor -3.1%, N370S GC mod -6.9% and TDP1 cell CPT 2.4%.
For CCCCn1c(O)c(N=Nc2ccccc2O)c2ccccc21 the results were FEN1 inhibitor 1.9% and TDP1 cell CPT 23.1µM*.
Screening COCCCNC(=O)c1ccccc1N(Cc1ccccc1)S(=O)(=O)c1ccc(OC)cc1 returned FEN1 inhibitor 3.3%, N370S GC mod 2.3% and TDP1 cell CPT inconclusive.
For Cc1ccc(P(=O)(CC(=O)O)c2ccc(C)cc2)cc1 the results were FEN1 inhibitor -18.1%, N370S GC mod 2.9% and TDP1 cell CPT 4.5%.
`COc1ccccc1OCCSc1nnnn1-c1ccc(C)cc1` gave FEN1 inhibitor -25.3%, N370S GC mod 20.6% and TDP1 cell CPT inconclusive.
Screening O=C1CSC(=Nc2cccc(Cl)c2Cl)N1Cc1cccnc1 returned FEN1 inhibitor -5.1%, N370S GC mod -0.9% and TDP1 cell CPT inconclusive.
For COC(=O)[C@@]1(Cc2ccc(OC)cc2)[C@H]2c3cc(C(=O)N(C)C)n(Cc4c(CO)[nH]cc(C)c4=O)c3C[C@H]2CN1C(=O)c1ccccc1 the results were FEN1 inhibitor 18.0%, N370S GC mod -15.6% and TDP1 cell CPT 3.0%.
For COc1ccc(Cl)cc1NC(=O)Nc1ccc(C(=O)N2CCOCC2)cc1 the results were FEN1 inhibitor -7.6%, N370S GC mod -21.6% and TDP1 cell CPT -24.3%.
`Cc1c(NC(=O)C2CCN(S(=O)(=O)c3ccc(Cl)cc3)CC2)c(=O)n(-c2ccccc2)n1C` gave FEN1 inhibitor 12.9%, N370S GC mod -6.0% and TDP1 cell CPT -13.4%.
CCOc1ccc(S(=O)(=O)Nc2ccc(C(=O)NCC(c3ccc(OC)cc3)N3CCOCC3)cc2)cc1 (stereo unspecified) was read as FEN1 inhibitor -16.6% and TDP1 cell CPT -11.9%.
`COc1cc(OC)cc(-c2c(C#Cc3ccsc3)c3cc(-c4ccc5c(c4)OCO5)ccc3n2C)c1` gave FEN1 inhibitor -0.9% and TDP1 cell CPT -17.6%.
Screening O=C(c1cccc(S(=O)(=O)Nc2ccc(F)cc2)c1)N1CCOCC1 returned FEN1 inhibitor -0.1% and TDP1 cell CPT -2.0%.
Cc1csc2c(=O)n3c(nc12)CCCCC3 was read as FEN1 inhibitor -0.4%, N370S GC mod 20.6% and TDP1 cell CPT -14.3%.
For CC(C)C1C(C#N)=C(N)Oc2n[nH]c(-c3ccccc3)c21 (stereo unspecified) the results were FEN1 inhibitor 13.9%, N370S GC mod -16.3% and TDP1 cell CPT -28.5%.
CCn1c(SCC(N)=O)nc2sc3c(c2c1=O)CCCC3 was read as FEN1 inhibitor -7.2%, N370S GC mod 5.8% and TDP1 cell CPT -0.3%.
Screening CCOCCn1c(CN(Cc2ccccc2)Cc2ccccc2)nc2c1c(=O)n(C)c(=O)n2C returned FEN1 inhibitor -16.6%, N370S GC mod 9.2% and TDP1 cell CPT inconclusive.

Random excerpt: 6 entries already listed
Screening CC(C)CN(C(=O)Cn1c(Cl)nc2c1c(=O)n(C)c(=O)n2C)C1CCS(=O)(=O)C1 (stereo unspecified) returned FEN1 inhibitor 10.1%, N370S GC mod 2.4% and TDP1 cell CPT 1.0%.
Screening CCOCCn1c(CN(Cc2ccccc2)Cc2ccccc2)nc2c1c(=O)n(C)c(=O)n2C returned FEN1 inhibitor -16.6%, N370S GC mod 9.2% and TDP1 cell CPT inconclusive.
Screening O=C1CSC(=Nc2cccc(Cl)c2Cl)N1Cc1cccnc1 returned FEN1 inhibitor -5.1%, N370S GC mod -0.9% and TDP1 cell CPT inconclusive.
Screening O=C(c1cccc(S(=O)(=O)Nc2ccc(F)cc2)c1)N1CCOCC1 returned FEN1 inhibitor -0.1% and TDP1 cell CPT -2.0%.
For COC(=O)[C@@]1(Cc2ccc(OC)cc2)[C@H]2c3cc(C(=O)N(C)C)n(Cc4c(CO)[nH]cc(C)c4=O)c3C[C@H]2CN1C(=O)c1ccccc1 the results were FEN1 inhibitor 18.0%, N370S GC mod -15.6% and TDP1 cell CPT 3.0%.
For COc1ccc(Cl)cc1NC(=O)Nc1ccc(C(=O)N2CCOCC2)cc1 the results were FEN1 inhibitor -7.6%, N370S GC mod -21.6% and TDP1 cell CPT -24.3%.

Going on with the list:
Screening COc1ccc(CNC(=O)CN2C(=O)NC(c3ccccc3)(c3ccccc3)C2=O)cc1OC returned FEN1 inhibitor -4.9% and TDP1 cell CPT inconclusive.
For Cc1ccc(C)c(CSc2nnc([C@@H]3CCCN3)o2)c1 the results were FEN1 inhibitor -11.7%, N370S GC mod -6.8% and TDP1 cell CPT -7.2%.
Cn1cccc1-c1cc2n(n1)CCC(=O)N2CC(=O)Nc1ccc(F)cc1Cl was read as FEN1 inhibitor -7.1% and TDP1 cell CPT -8.7%.
Screening CN(c1ccccc1)S(=O)(=O)c1cccc(NC(=O)COC(=O)C2CCCCC2)c1 returned FEN1 inhibitor 9.3%, N370S GC mod -0.5% and TDP1 cell CPT -19.2%.
Screening O=C(CCn1cnc2ncccc2c1=O)N1CCN(c2cccc(Cl)c2)CC1 returned FEN1 inhibitor 0.8%, N370S GC mod -11.0% and TDP1 cell CPT -16.7%.
`COCCn1c(=O)c(-c2cccs2)nc2cnc(N3CCOCC3)nc21` gave N370S GC mod 19.2% and TDP1 cell CPT -0.6%.
Screening O=C(NCc1ccc(F)cc1)C(c1ccccc1)c1ccccc1 returned FEN1 inhibitor -17.3%, N370S GC mod -4.3% and TDP1 cell CPT -18.3%.
`CCc1ccc(/C(C)=N/NC(=O)CNC(=O)/C=C/c2ccccc2OC)cc1` gave FEN1 inhibitor -8.3%, N370S GC mod 1.8% and TDP1 cell CPT 10.0%.
`c1csc(-c2nc(N3CCN(Cc4ccc5c(c4)OCCO5)CC3)c3ccccc3n2)c1` gave FEN1 inhibitor -9.5% and TDP1 cell CPT inconclusive.
For O=C(Cc1ccc(NC(=O)C2CCCN(C(=O)C3CCCC3)C2)cc1)Nc1cccc(C(=O)N2CCCCC2)c1 (stereo unspecified) the results were FEN1 inhibitor -8.1% and TDP1 cell CPT -17.8%.
O=C(Oc1cccc2c(O)cccc12)c1ccco1 was read as FEN1 inhibitor -12.2% and TDP1 cell CPT 20.6µM*.
`COc1ccc(S(=O)(=O)N(CC(=O)N2CCN(C)CC2)c2ccccc2)cc1OC` gave FEN1 inhibitor 3.3%, N370S GC mod 1.9% and TDP1 cell CPT -5.0%.
Screening CNC(=O)c1sc(N2N=C3/C(=C\c4ccccc4)CCCC3C2c2ccccc2)nc1C (stereo unspecified) returned FEN1 inhibitor -13.4% and TDP1 cell CPT inconclusive.
`COc1ccc(C(C(=O)NCC2CCCO2)N(C(=O)CNC(=O)c2cccs2)c2ccc(C)cc2)cc1OC` (stereo unspecified) gave FEN1 inhibitor -5.4%, N370S GC mod 11.0% and TDP1 cell CPT 11.9%.
Screening O=C(CN1CCOCC1)N1CCc2ccccc2C(c2ccccc2)C1 (stereo unspecified) returned FEN1 inhibitor -7.5%, N370S GC mod inconclusive and TDP1 cell CPT -21.0%.
`O=C(OCC(=O)c1ccc[nH]1)c1ccccc1` gave FEN1 inhibitor 15.7%, N370S GC mod -5.7% and TDP1 cell CPT -0.2%.
`O=C(Cn1c(=O)oc2ccccc21)Nc1ccc2c(c1)OCCO2` gave FEN1 inhibitor -0.7%, N370S GC mod -13.5% and TDP1 cell CPT -14.3%.
Screening O=c1c2ccccc2c2ccccc2c(=O)n1CC1CCCO1 (stereo unspecified) returned FEN1 inhibitor 7.2%, N370S GC mod 14.5% and TDP1 cell CPT 0.1%.
For Cc1sc(NC(=O)CCS(=O)(=O)c2ccccc2)c(C#N)c1C the results were FEN1 inhibitor -0.4%, N370S GC mod -0.5% and TDP1 cell CPT 23.1µM*.
Screening CCOC(=O)C(=O)c1csc(NC(=O)CCSc2ccc(C)cc2)n1 returned FEN1 inhibitor -7.0%, N370S GC mod -3.0% and TDP1 cell CPT 12.6%.
For CC1CCCN(c2ccc(C(=O)Nc3cccnc3)cc2[N+](=O)[O-])C1 (stereo unspecified) the results were FEN1 inhibitor 6.7%, N370S GC mod 19.7% and TDP1 cell CPT 16.4µM*.
COc1cccc(CNC(=O)c2ccc(CS(=O)(=O)Cc3ccc(C)cc3)o2)c1 was read as FEN1 inhibitor 21.5%, N370S GC mod 1.2% and TDP1 cell CPT 0.9%.
Cc1cccc(N2CCN(C(=O)CN3C(=O)NC(C)(C4CC4)C3=O)CC2)c1C (stereo unspecified) was read as FEN1 inhibitor -8.6%, N370S GC mod -6.4% and TDP1 cell CPT inconclusive.
`CCOC(=O)c1sc2nc(C)n(CC(=O)Nc3cccc(Cl)c3)c(=O)c2c1C` gave FEN1 inhibitor -1.1% and TDP1 cell CPT inconclusive.
For Cc1ccc(C2c3[nH]c4ccccc4c3CCN2C(=O)Nc2ccc(C)c(C)c2)cc1 (stereo unspecified) the results were FEN1 inhibitor -12.4% and TDP1 cell CPT inconclusive.
For COCCNC(=O)C(C)N(c1ccc(Oc2ccccc2)cc1)S(C)(=O)=O (stereo unspecified) the results were FEN1 inhibitor -1.7%, N370S GC mod -6.9% and TDP1 cell CPT -12.6%.
For COc1ccc(C2C=C(c3ccc(Br)cc3)Nc3nc(N4C(=O)CCC4=O)nn32)cc1 (stereo unspecified) the results were FEN1 inhibitor 6.2%, N370S GC mod 5.0% and TDP1 cell CPT -23.4%.
Screening O=C(NNC(=S)Nc1ccc(Cl)c(Cl)c1)c1cccc([N+](=O)[O-])c1 returned FEN1 inhibitor 10.5%, N370S GC mod 2.3% and TDP1 cell CPT -1.9%.
Screening Cn1nc(C(=O)NCc2ccccc2)c2c1-c1ccccc1SC2 returned FEN1 inhibitor -2.4% and TDP1 cell CPT inconclusive.
`CCCSc1ccc([C@@H]2[C@H]3C(=O)N(CC)C(=O)[C@H]3[C@]3(C(=O)OC)CCCCN23)cc1` gave FEN1 inhibitor 0.4%, N370S GC mod -2.2% and TDP1 cell CPT inconclusive.
Screening COc1ccc(S(=O)(=O)N(C)C)cc1NC(=O)Cc1c[nH]c2ccccc12 returned FEN1 inhibitor -3.4%, N370S GC mod 4.7% and TDP1 cell CPT -2.4%.
CCOC(=O)C1=C(C)N(C)C(C)=C(C(=O)OCC)C1c1cccnc1 was read as FEN1 inhibitor -0.3%, N370S GC mod inconclusive and TDP1 cell CPT inconclusive.
CCCC(=O)Nc1ccc(NC(=O)C2CC2)cn1 was read as FEN1 inhibitor 1.2%, N370S GC mod 3.1% and TDP1 cell CPT 20.0%.
O=C(COc1ccccc1F)Nc1ccc(OCc2cc(=O)n3ccccc3n2)cc1 was read as FEN1 inhibitor 13.4% and TDP1 cell CPT 2.3%.
`Cc1ccccc1S(=O)(=O)c1cc2ccccc2nc1N` gave FEN1 inhibitor 5.7%, N370S GC mod 24.9% and TDP1 cell CPT -10.5%.
Screening O=C(CCNS(=O)(=O)c1ccc(Br)cc1)NC1CCN(Cc2ccccc2)CC1 returned FEN1 inhibitor -1.9%, N370S GC mod -13.6% and TDP1 cell CPT inconclusive.
For Cc1nn(-c2ccc(F)cc2)c(Cl)c1/C=C/C(=O)OCC(=O)Nc1c(F)c(F)c(F)c(F)c1F the results were FEN1 inhibitor 1.4%, N370S GC mod 1.9% and TDP1 cell CPT -0.1%.
For COc1ccc(OC)c(C2=NO[C@@H]3C(=O)N(c4cc(Cl)ccc4OC)C(=O)[C@H]23)c1 the results were FEN1 inhibitor -8.1%, N370S GC mod 11.3% and TDP1 cell CPT -5.9%.
For O=C(Nc1nnc(C2CC2)s1)C1Cc2ccccc2CN1S(=O)(=O)c1cccs1 (stereo unspecified) the results were FEN1 inhibitor 12.3%, N370S GC mod -0.4%[2.35 µM] and TDP1 cell CPT 20.6µM*.
O=C(c1ccccc1F)N1CCCc2ccccc21 was read as FEN1 inhibitor 1.5%, N370S GC mod 5.6% and TDP1 cell CPT -8.5%.
Screening CC(C)[n+]1ccn(C2=C([O-])c3ccccc3C(=O)/C2=N\S(=O)(=O)c2ccccc2)c1 returned FEN1 inhibitor -7.8%, N370S GC mod -6.8% and TDP1 cell CPT inconclusive.
Screening Cc1ccc(Cl)cc1N1CCN(Cc2nnc(-c3ccc4c(c3)OCO4)o2)CC1 returned FEN1 inhibitor -19.2% and TDP1 cell CPT inconclusive.
Screening C/C(=N\NC(=O)c1cccnc1)c1ccccc1 returned FEN1 inhibitor 5.7%, N370S GC mod -2.2% and TDP1 cell CPT -3.8%.
